Dyrk1A ADPGlo: inhibitors of rat Dyrk1A kinase. Q63470. inhibition, % at 12.5 µM. ADP-Glo luminescence, NFATc1 peptide. actives 0.43% (n = 310,000); in the data active means inhibition above about 50%;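 further: plate controls were vehicle with enzyme for no effect and no enzyme for full effect; many of its hits are not listed in these tables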
GSK3 alpha inh: blocks human GSK-3 alpha kinase; P49840; ADP-Glo luminescence, 60 min; inhibition, % at 10 µM; actives 0.1% (n = 320,000); AID 2650;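 in the data active means inhibition above about 50%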;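 further: GST-tagged GSK-3 alpha with peptide substrate and 25 µM ATP; 0% = DMSO neutral wells and 100% = GW8510 positive control wells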
Target sequence (P49840 whole entry, looked up): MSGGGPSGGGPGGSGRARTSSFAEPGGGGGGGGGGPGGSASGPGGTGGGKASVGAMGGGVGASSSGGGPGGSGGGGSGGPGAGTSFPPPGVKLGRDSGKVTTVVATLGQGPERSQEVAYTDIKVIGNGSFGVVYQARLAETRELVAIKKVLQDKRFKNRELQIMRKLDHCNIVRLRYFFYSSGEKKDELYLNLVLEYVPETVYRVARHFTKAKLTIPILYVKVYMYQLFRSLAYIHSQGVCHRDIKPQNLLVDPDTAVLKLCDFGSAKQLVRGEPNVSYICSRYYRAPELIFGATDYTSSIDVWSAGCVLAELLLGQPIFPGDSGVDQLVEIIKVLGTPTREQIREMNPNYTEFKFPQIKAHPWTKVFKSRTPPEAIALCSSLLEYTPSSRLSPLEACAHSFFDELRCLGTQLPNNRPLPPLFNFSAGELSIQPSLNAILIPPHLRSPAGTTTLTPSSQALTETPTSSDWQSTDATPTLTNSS
AI-2 QS modul: modulators of Vibrio harveyi AI-2 quorum sensing system. activity change, % at 7.5 µM. actives 0.4% (n = 300,000). Vibrio harveyi JMH597 AI-2 luminescence/OD600 ratio, 9 h; hits give low values; strain lacks LuxN and CqsS sensors; 0 = neutral-control median; in the data active means activity change below about -75%, passing the limit was not always enough; inconclusive means no clear call, values can overlap the other calls;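 further: luminescence divided by OD600 gain over 9 h not by final OD600 alone; inactives centre near 13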
HDAC3 inhib: human HDAC3 inhibition | O15379 | recombinant HDAC3, fluorogenic peptide/trypsin coupled, fluorescence | inhibition, % at 8.3 µM | actives 0.15% (n = 320,000) | AID 2718; in the data active means inhibition above about 26%, passing the limit was not always enough; inconclusive means no clear call, values can overlap the other calls
GSK3beta inhib: human GSK3beta kinase inhibition | actives 0.038% (n = 300,000) | GST-GSK3beta kinase, ADP-Glo luminescence, 60 min; hits give low values | activity score (negative = inhibition), % at 10 µM;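 active means more than half of replicate wells score below -50%, meaning over 50% inhibition versus plate controls; inconclusive means some replicates but at most half score below -50%; inactive means no replicate scores below -50%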;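 further: 0% = median DMSO wells and -100% = median GW8510 positive control wells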
Target sequence (P49841 whole entry, looked up): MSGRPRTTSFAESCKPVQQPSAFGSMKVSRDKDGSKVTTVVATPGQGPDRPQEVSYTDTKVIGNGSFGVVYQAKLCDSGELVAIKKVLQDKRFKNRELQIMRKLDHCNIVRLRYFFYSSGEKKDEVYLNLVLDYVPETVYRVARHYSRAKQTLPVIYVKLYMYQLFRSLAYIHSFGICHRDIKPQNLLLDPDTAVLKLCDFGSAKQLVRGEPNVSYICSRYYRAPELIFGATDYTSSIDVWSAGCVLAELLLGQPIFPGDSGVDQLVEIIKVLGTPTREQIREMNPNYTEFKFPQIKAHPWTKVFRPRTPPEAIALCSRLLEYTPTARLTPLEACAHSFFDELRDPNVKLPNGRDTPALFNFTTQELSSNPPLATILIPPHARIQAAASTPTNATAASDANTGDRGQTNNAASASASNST
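Assay system: GST-tagged human GSK3beta kinase, cell-free; Input: 1.6 ng GSK3beta; Medium: Tris/MgCl2 kinase buffer; Timing: 60 min enzyme reaction, room temperature; Signal: ADP-Glo luminescence quantifying ADP generated by kinase; Evaluation: score relative to plate controls; Benchmarks: DMSO neutral wells and GW8510 at 20 µM as positive.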
PolyA inh: blocks polyadenylation in yeast reporter cells; actives 0.02% (n = 300,000); S. cerevisiae SKY197-pL101 polyadenylation reporter, beta-gal luminescence; efflux-impaired pdr1/pdr3 knockout yeast; score 100 = 6 SD above DMSO; AID 1875; calls only at 12 µM;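 active means lowest replicate activity score at least 50, where 100 means six control SD above control mean; inconclusive means lowest score under 50 but half or more replicates reach 50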;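 further: yeast exposed to compound for 9 h at 30 °C; higher score means more reporter readthrough which indicates perturbed polyadenylation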
HSP90 refold inh: blocks HSP90-mediated luciferase refolding in reticulocyte lysate. Rabbit reticulocyte lysate, luciferase refolding luminescence, 3 h. inhibition, % at 5.6 µM. actives 0.91% (n = 290,000);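 active means inhibition above the screen-wide mean plus 3 SD, computed separately per campaign, cut at about 16% in these data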;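 further: 0% = DMSO wells and 100% = 60 µM geldanamycin wells; inhibitors lower the luminescence because luciferase stays unfolded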
HSF1 inhib: HSF1 inhibition. NIH3T3-HGL HSE-luciferase, MG132-induced, luminescence 8 h; hits give low values. activity change, negative = inhibition, % at 7.5 µM (by protocol). actives 0.77% (n = 300,000). AID 2098;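 active means more than half of replicate wells show activity change below -50%, luminescence cut by over half; inconclusive means some wells, but at most half, below -50%; inactive means no replicate well below -50%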;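 further: luciferase reports HSF-1 transcriptional activity via heat shock element; 0% = median of DMSO wells and -100% = zero luminescence signal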
HSF-1 act: increases HSF-1 driven luciferase reporter signal; actives 1.7% (n = 300,000); NIH3T3-HGL HSF-1 luciferase reporter, MG132, 8 h; 100% = twice DMSO control signal; activation, % at 9 µM; AID 504408;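 active means mean replicate activation of at least 50% with a set share of replicates each reaching 50%; inconclusive means only one of those two conditions met; inactive means mean below 50% and too few replicates reaching it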;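 further: 0% = median of the neutral control wells and 100% = twice that signal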
Platelet DG rel: platelet dense granule release activity; human platelet-rich plasma, SFLLRN dense granule ATP release, luminescence; inhibition, %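 (compounds screened at 7.5 µM in platelet-rich plasma)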; actives 0.22% (n = 300,000); AID 1663;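 active means mean replicate score, as percent of positive control, at or above 50; inconclusive means mean below 50 but at least one replicate at or above 50; inactive means mean and every replicate below 50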
Numbers without * were called inactive.

For CCN1CCCC1CNC(=O)c1ccc2c(c1)NC(=O)/C(=C\c1ccc(OC)c(OC)c1)S2 (stereo not drawn) the results were Dyrk1A ADPGlo 16, GSK3 alpha inh 38, AI-2 QS modul 31, HDAC3 inhib 0, GSK3beta inhib -46, PolyA inh inactive, HSP90 refold inh -2, HSF1 inhib -6, HSF-1 act -9 and Platelet DG rel -6.
`CCOc1ccc(OCC)c(NC(=O)CN2CCN(c3cc(C)ccc3C)CC2)c1` gave GSK3 alpha inh -1, AI-2 QS modul 17, HDAC3 inhib 15, GSK3beta inhib -1, PolyA inh inactive, HSP90 refold inh 0, HSF1 inhib -3, HSF-1 act 1 and Platelet DG rel -2.
Screening C/C(=N\NC(N)=O)c1ccc(Cl)s1 returned Dyrk1A ADPGlo 0, GSK3 alpha inh -2, AI-2 QS modul 16, HDAC3 inhib 4, GSK3beta inhib 1, PolyA inh inactive, HSP90 refold inh 2, HSF1 inhib 1, HSF-1 act -5 and Platelet DG rel 11.
Cc1ccc(Nc2nc(N)c([N+](=O)[O-])c(N3CCC(C)CC3)n2)cc1C was read as Dyrk1A ADPGlo 23, GSK3 alpha inh -2, AI-2 QS modul 10, HDAC3 inhib -5, GSK3beta inhib 1, PolyA inh inactive, HSP90 refold inh 2, HSF1 inhib 7, HSF-1 act 25 and Platelet DG rel -6.
For CCOC(=O)C1=C(C)NC2=C(C(=O)C(C(=O)OC)C(C)C2)C1c1ccc(OC)c(O)c1 (stereo not drawn) the results were GSK3 alpha inh -2, AI-2 QS modul 33, HDAC3 inhib 2, GSK3beta inhib 2, PolyA inh inactive, HSP90 refold inh 1, HSF1 inhib -1, HSF-1 act 9 and Platelet DG rel 3.
CN(C)C(=O)CCN1CCOCC1 was read as Dyrk1A ADPGlo 3, GSK3 alpha inh -3, AI-2 QS modul 17, HDAC3 inhib -5, GSK3beta inhib 2, PolyA inh inactive and HSP90 refold inh 2.
C[C@@H](NC(=O)C1(c2ccccc2)CCN(C(=O)OC(C)(C)C)CC1)C(=O)N[C@@H](C(=O)O)c1ccccc1 was read as Dyrk1A ADPGlo -6, GSK3 alpha inh 5, AI-2 QS modul 23, HDAC3 inhib 2, GSK3beta inhib 4, PolyA inh inactive, HSP90 refold inh -5, HSF1 inhib 4, HSF-1 act 0 and Platelet DG rel 3.
For COc1ccccc1NC(=O)N1CCCC1C(=O)Nc1nnc(C(C)C)s1 (stereo not drawn) the results were Dyrk1A ADPGlo 4, GSK3 alpha inh 0, AI-2 QS modul 28, HDAC3 inhib 1, GSK3beta inhib 1, PolyA inh inactive, HSP90 refold inh -1, HSF1 inhib -2, HSF-1 act 14 and Platelet DG rel 4.
`Cc1cc(C)n(-c2ccc(C(=O)Nc3sccc3C(N)=O)cc2)n1` gave Dyrk1A ADPGlo 4, GSK3 alpha inh 1, AI-2 QS modul 9, HDAC3 inhib -4, GSK3beta inhib 1, PolyA inh inactive, HSP90 refold inh -1, HSF1 inhib 37, HSF-1 act inconclusive and Platelet DG rel 25.
For COc1cc(C)c(NC(=S)Nc2ccc(C)c(Cl)c2)cc1OC the results were Dyrk1A ADPGlo 4, GSK3 alpha inh -1, AI-2 QS modul 22, HDAC3 inhib 2, GSK3beta inhib 0, PolyA inh inactive, HSP90 refold inh -5, HSF1 inhib 2, HSF-1 act -2 and Platelet DG rel -1.
O=C(Cc1nn[nH]n1)NCc1ccccc1Cl was read as Dyrk1A ADPGlo -6, GSK3 alpha inh 3, AI-2 QS modul 10, HDAC3 inhib -2, GSK3beta inhib 3, PolyA inh inactive, HSP90 refold inh 3, HSF1 inhib 1, HSF-1 act 17 and Platelet DG rel 3.
Cn1c(=NCC(O)COc2ccccc2)sc2ccccc21 (stereo not drawn) was read as Dyrk1A ADPGlo -1, GSK3 alpha inh -3, AI-2 QS modul -1, HDAC3 inhib inconclusive, GSK3beta inhib -1, PolyA inh inactive, HSP90 refold inh -2, HSF1 inhib 6, HSF-1 act 7 and Platelet DG rel 2.
Screening O=C(NCc1ccc(F)cc1)c1cc2c(s1)CCCC2 returned Dyrk1A ADPGlo 3, GSK3 alpha inh -4, AI-2 QS modul -2, HDAC3 inhib 10, GSK3beta inhib 2, PolyA inh inactive, HSP90 refold inh 2, HSF1 inhib -39, HSF-1 act -53 and Platelet DG rel -4.
`COc1ccc(NC(=S)NNC(=O)c2cccnc2)cc1OC` gave Dyrk1A ADPGlo -3, GSK3 alpha inh 7, AI-2 QS modul 41, HDAC3 inhib -1, GSK3beta inhib 2, PolyA inh inactive, HSP90 refold inh -2, HSF1 inhib -4, HSF-1 act 0 and Platelet DG rel 0.
`CC(=O)N/C(=C/c1ccccc1)C(=O)NC(Cc1ccccc1)C(=O)O` (stereo not drawn) gave Dyrk1A ADPGlo 4, GSK3 alpha inh 0, AI-2 QS modul -1, HDAC3 inhib -3, GSK3beta inhib 2, PolyA inh inactive, HSP90 refold inh 1, HSF1 inhib -12, HSF-1 act 0 and Platelet DG rel -24.
COC(=O)c1c(NC(=O)COC(=O)CC(NC(C)=O)c2ccccc2)sc(C)c1C (stereo not drawn) was read as Dyrk1A ADPGlo 12, GSK3 alpha inh 0, AI-2 QS modul 15, HDAC3 inhib 4, GSK3beta inhib -1, PolyA inh inactive, HSF1 inhib -2, HSF-1 act -5 and Platelet DG rel -3.
Screening CC1CCN(C(=S)c2ccc(-c3ccc(Cl)cc3Cl)o2)CC1 returned Dyrk1A ADPGlo 4, GSK3 alpha inh -2, AI-2 QS modul 2, HDAC3 inhib 2, GSK3beta inhib 3, PolyA inh inactive, HSP90 refold inh 4, HSF1 inhib 24, HSF-1 act 52* and Platelet DG rel -9.
O=C(Nc1nnc(-c2ccccc2Cl)o1)c1cccnc1 was read as Dyrk1A ADPGlo 5, GSK3 alpha inh 2, AI-2 QS modul 15, HDAC3 inhib 0, GSK3beta inhib -8, PolyA inh inactive, HSP90 refold inh -3, HSF1 inhib 3, HSF-1 act 2 and Platelet DG rel -8.
Screening CNC(=S)N1CCN(C(=O)C2CCCO2)CC1 (stereo not drawn) returned Dyrk1A ADPGlo 0, GSK3 alpha inh -1, AI-2 QS modul 13, HDAC3 inhib 6, GSK3beta inhib 2, PolyA inh inactive, HSP90 refold inh 7, HSF1 inhib 0, HSF-1 act 4 and Platelet DG rel -1.
`CC(C)c1ccc(NC(=O)c2cc3c(=O)n(C)c4ccccc4c3n2C)cc1` gave Dyrk1A ADPGlo -5, GSK3 alpha inh -1, AI-2 QS modul 12, GSK3beta inhib -8, PolyA inh inactive, HSP90 refold inh 1, HSF1 inhib -3, HSF-1 act -2 and Platelet DG rel 1.
For Cc1ccc2cc(COC(=O)c3ccncc3)c(=O)[nH]c2c1 the results were GSK3 alpha inh -2, AI-2 QS modul 6, HDAC3 inhib -1, GSK3beta inhib -10, PolyA inh inactive, HSP90 refold inh 1, HSF1 inhib -12, HSF-1 act -10 and Platelet DG rel 2.
Cc1ccc(O)c(C(CC(=O)NC(C)C)c2ccccc2)c1 (stereo not drawn) was read as Dyrk1A ADPGlo -4, GSK3 alpha inh 0, AI-2 QS modul 5, HDAC3 inhib -2, GSK3beta inhib -3, PolyA inh inactive, HSP90 refold inh -3, HSF1 inhib 7, HSF-1 act 25 and Platelet DG rel 3.
Screening Cc1cc(C)n2c(SCCO)nnc2n1 returned Dyrk1A ADPGlo 3, GSK3 alpha inh -3, AI-2 QS modul 3, HDAC3 inhib 4, GSK3beta inhib 3, PolyA inh inactive, HSP90 refold inh 4, HSF1 inhib -2, HSF-1 act 11 and Platelet DG rel 8.
O=C1CN(C(=O)/C=C/c2ccc(Cl)cc2Cl)CCN1 was read as Dyrk1A ADPGlo -3, GSK3 alpha inh -1, AI-2 QS modul 29, HDAC3 inhib -12, GSK3beta inhib -1, PolyA inh inactive, HSP90 refold inh 2, HSF1 inhib 10, HSF-1 act 20 and Platelet DG rel -2.
Screening CCOC(=O)c1sc(C)c2c(=O)n(CC(=O)c3ccc(Br)cc3)nnc12 returned Dyrk1A ADPGlo 2, GSK3 alpha inh -3, AI-2 QS modul 27, HDAC3 inhib -6, GSK3beta inhib 0, PolyA inh inactive, HSP90 refold inh -3, HSF1 inhib 2, HSF-1 act 6 and Platelet DG rel -6.
For Cc1cccc(C(=O)NNC(=O)c2ccc(Cl)cc2)c1O the results were Dyrk1A ADPGlo 0, GSK3 alpha inh -2, AI-2 QS modul 22, HDAC3 inhib -7, GSK3beta inhib 0, PolyA inh inactive, HSP90 refold inh -1, HSF1 inhib 16, HSF-1 act 17 and Platelet DG rel -9.
Screening CCOc1ccc(-c2nnc3sc(COc4ccccc4)nn23)cc1 returned Dyrk1A ADPGlo -8, GSK3 alpha inh -1, AI-2 QS modul 9, HDAC3 inhib -1, GSK3beta inhib 2, PolyA inh inactive, HSP90 refold inh -4, HSF1 inhib -1, HSF-1 act -7 and Platelet DG rel 7.
For OCC(CO)(CO)N=Cc1c(O)ccc2ccccc12 the results were Dyrk1A ADPGlo 11, GSK3 alpha inh 3, AI-2 QS modul 22, HDAC3 inhib 6, GSK3beta inhib 0, PolyA inh inactive, HSP90 refold inh 1, HSF1 inhib -6, HSF-1 act -3 and Platelet DG rel 15.
CC(C(=O)O/N=C(\N)c1ccccn1)c1ccc([N+](=O)[O-])cc1 (stereo not drawn) was read as Dyrk1A ADPGlo 4, GSK3 alpha inh -5, AI-2 QS modul 12, HDAC3 inhib 12, GSK3beta inhib -2, PolyA inh inactive, HSP90 refold inh 3, HSF1 inhib -12, HSF-1 act -20 and Platelet DG rel 10.
`COCCn1c(CN2CCN(c3cccc(Cl)c3)CC2)nc2c1c(=O)n(C)c(=O)n2C` gave Dyrk1A ADPGlo 1, GSK3 alpha inh -4, AI-2 QS modul 13, HDAC3 inhib 9, GSK3beta inhib -2, PolyA inh inactive, HSP90 refold inh 3, HSF1 inhib -5, HSF-1 act -21 and Platelet DG rel 8.
Screening COc1ccc(C(=O)Nc2ccc(-c3nnn(CC(=O)NCc4ccco4)n3)cc2)cc1 returned Dyrk1A ADPGlo 7, GSK3 alpha inh -2, AI-2 QS modul 13, HDAC3 inhib -15, GSK3beta inhib 2, PolyA inh inactive, HSP90 refold inh 2, HSF1 inhib -9, HSF-1 act 5 and Platelet DG rel -3.
CN(C)c1cccc(NC(=O)c2cccc3ccccc23)c1 was read as Dyrk1A ADPGlo 4, GSK3 alpha inh -1, AI-2 QS modul 9, HDAC3 inhib -2, GSK3beta inhib 0, PolyA inh inactive, HSP90 refold inh 1, HSF1 inhib 4, HSF-1 act 11 and Platelet DG rel -2.
COc1ccccc1CNC(=O)C1CC(c2ccccc2[N+](=O)[O-])=NO1 (stereo not drawn) was read as Dyrk1A ADPGlo 13, GSK3 alpha inh -3, AI-2 QS modul -12, HDAC3 inhib 5, GSK3beta inhib -3, PolyA inh inactive, HSP90 refold inh 2, HSF1 inhib 13, HSF-1 act 19 and Platelet DG rel -3.

Not all compounds are listed; count on the stated rates, not on these rows.
